High-throughput results (PubChem BioAssay)
TRHR agonist: qHTS for Small Molecule Agonists and Allosteric Enhancers of Human TRH Receptor: Primary Screen for Agonists; Thyrotropin-releasing hormone receptor (Homo sapiens), P34981; TRHR cells, calcium flux fluo-8, FDSS agonist mode; activation, % at 2 µM; 360,000 tested, 0.18% active; AID 493084, 2011; in the data active = activation above about 30%; note: 0% is about no effect
Target sequence (P34981 whole entry, looked up): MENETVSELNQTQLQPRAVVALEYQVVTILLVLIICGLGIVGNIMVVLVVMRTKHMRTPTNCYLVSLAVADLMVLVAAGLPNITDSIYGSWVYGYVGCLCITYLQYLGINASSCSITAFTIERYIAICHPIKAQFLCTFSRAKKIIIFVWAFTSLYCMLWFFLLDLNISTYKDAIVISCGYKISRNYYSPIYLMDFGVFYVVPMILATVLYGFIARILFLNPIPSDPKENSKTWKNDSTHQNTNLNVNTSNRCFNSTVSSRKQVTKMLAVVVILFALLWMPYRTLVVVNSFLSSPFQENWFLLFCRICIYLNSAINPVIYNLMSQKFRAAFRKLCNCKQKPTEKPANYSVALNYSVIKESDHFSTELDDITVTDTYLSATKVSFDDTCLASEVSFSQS
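In this calcium-flux screen, cells bearing human TRHR are dye-loaded with fluo-8, baselined for 10 cycles, then exposed to library compounds; positive kinetic calcium responses during the agonist phase mark hits, with TRH as control.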
RXFP1 antag: qHTS Assay for Antagonists of the Relaxin Receptor RXFP1; Relaxin receptor 1 (Homo sapiens), Q9HBX9; HEK293-RXFP1, relaxin-stimulated cAMP HTRF, 30 min; stronger effect = lower value; activity change, negative = inhibition, % at 57.5 µM; 350,000 tested, 0.59% active; AID 1259400, 2018;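 active = activity change of -60% or lower, but not beyond a set lower limit; inconclusive = change between -60% and -40%, or beyond the set limit; inactive = change above -40%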; note: % is set by controls: 0 for no effect and ±100 for the full control effect
D1 potentiator: Potentiators of Human D1 Dopamine Receptor: qHTS; HEK293 TREx D1 cells, calcium flux, dopamine EC20 potentiation; D(1A) dopamine receptor (Homo sapiens), P21728; potentiation, % at 10 µM; 360,000 tested, 0.036% active; AID 504651, 2011; in the data active = potentiation above about 30%; note: 0% is about no effect
D1 ag: Allosteric Agonists of the Human D1 Dopamine Receptor: qHTS | HEK293 T-REx D1 cells, calcium flux, agonist mode | D(1A) dopamine receptor (Homo sapiens), P21728 | activation, % at 2 µM | 360,000 tested, 1% active; in the data active = activation above about 30%; note: 0% is about no effect
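Tetracycline-induced HEK293 TREx D1 cells, force-coupled to calcium signalling, were dye-loaded with a no-wash calcium kit. Compound was pin-added after a 10 s baseline. Fluorescence was read kinetically at 1 cycle/s for 180 s, with calcium rises flagged as agonism.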
D1 antagonist: Antagonist of Human D 1 Dopamine Receptor: qHTS; HEK293 TREx D1 cells, calcium flux, dopamine EC80; stronger effect = lower value; D(1A) dopamine receptor (Homo sapiens), P21728; AID 504652, 2011; activity change, negative = inhibition, % at 10 µM; 360,000 tested, 3.2% active; in the data active = activity change below about -30%; note: % is set by controls: 0 for no effect and ±100 for the full control effect
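Calcium flux readout: force-coupled, inducible Hek293 Trex D1 line, cells induced overnight at 30 C with tetracycline, dye-loaded 30–90 min at RT. Antagonism scored against EC80 dopamine challenge given 180 s after compound.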
D2 PAM: HTS Assay for Positive Allosteric Modulators of the Human D2 Dopamine Receptor: Primary Screen for Potentiators | HEK293 T-REx D2, calcium flux, EC20 dopamine potentiation | potentiation, % at 10 µM | 340,000 tested, 0.34% active | AID 485347, 2010;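 active = potentiation over 3 SD above the plate norm, cut at about 30% in these data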; note: 0% is about no effect
Target sequence (P14416 whole entry, looked up): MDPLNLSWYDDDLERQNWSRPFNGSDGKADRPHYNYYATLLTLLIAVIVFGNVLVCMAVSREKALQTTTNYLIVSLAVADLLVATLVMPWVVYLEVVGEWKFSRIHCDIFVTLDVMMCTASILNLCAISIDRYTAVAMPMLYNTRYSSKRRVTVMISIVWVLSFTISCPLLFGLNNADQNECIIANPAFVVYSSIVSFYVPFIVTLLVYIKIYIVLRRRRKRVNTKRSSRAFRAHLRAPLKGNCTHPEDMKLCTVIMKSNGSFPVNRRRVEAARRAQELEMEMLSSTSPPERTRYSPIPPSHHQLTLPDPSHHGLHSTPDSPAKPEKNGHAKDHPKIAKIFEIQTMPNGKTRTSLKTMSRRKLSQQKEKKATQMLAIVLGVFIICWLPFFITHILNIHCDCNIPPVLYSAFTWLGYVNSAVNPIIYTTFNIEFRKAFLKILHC
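Cells plated with tetracycline inducer and held overnight at 30 C; calcium dye loaded 30–90 min at room temperature; baseline taken, compound added and read 180 s; EC20 dopamine then added and read 180 s.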
Anesthetic bind: qHTS Assay for Identification of Novel General Anesthetics | Ferritin light chain (Equus caballus), P02791 | apoferritin/1-aminoanthracene competitive binding, fluorescence | Potency, µM (top dose mostly 77.5 µM), without a hit: top-dose activity change, negative = displacement, actives largely listed as inhibitors | 350,000 tested, 0.074% active | AID 485281, 2010; note: potency is the fitted concentration of half-maximal effect; % is set by controls: 0 for no effect and ±100 for the full control effect; nearly all actives have a fitted effect of over 20% in size
Target sequence (P02791 2-175 limits assumed): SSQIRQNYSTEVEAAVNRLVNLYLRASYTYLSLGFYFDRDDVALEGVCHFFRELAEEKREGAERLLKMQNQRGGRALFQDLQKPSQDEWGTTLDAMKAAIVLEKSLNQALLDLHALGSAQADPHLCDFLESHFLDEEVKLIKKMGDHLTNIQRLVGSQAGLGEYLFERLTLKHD
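Probe: 1-aminoanthracene (50% saturated, PBS). Protein: horse-spleen apoferritin, 10 uM. Incubation: 10 min, room temperature. Detection: 380 nm excitation, 535 nm emission. Analysis: normalized response, four-parameter Hill.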
RXFP1 ag: qHTS Assay for Agonists of the Relaxin Receptor RXFP1; AID 2676, 2010; HEK293T-RXFP1 cAMP TR-FRET, 30 min; response scale: percent of porcine relaxin response, buffer zero; Relaxin receptor 1 (Homo sapiens), Q9HBX9; Potency, µM (doses to about 57.5 µM), without a hit: at the top dose activation, actives largely listed as activators; 370,000 tested, 0.3% active; note: potency is the fitted concentration of half-maximal effect; % is set by controls: 0 for no effect and ±100 for the full control effect; nearly all actives have a fitted effect of over 60% in size; many of its hits are not listed in these tables
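HEK293T cells stably expressing RXFP1 were pretreated with the PDE4 inhibitor Ro 20174, exposed to compounds for 30 min at 37C, lysed, and cAMP was read by TR-FRET. Data normalized to buffer (basal) and 29 nM porcine relaxin (100%).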
TRHR PAM: qHTS for Small Molecule Agonists and Allosteric Enhancers of Human TRH Receptor: Primary Screen for Enhancers. Thyrotropin-releasing hormone receptor (Homo sapiens), P34981. TRHR cells, fluo-8 calcium fluorescence, EC20 TRH enhancement. enhancement, % at 2 µM. 360,000 tested, 0.66% active; in the data active = enhancement above about 30%; note: 0% is about no effect
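Enhancer read-out: after compound pinning and an initial kinetic agonist-mode read, an EC20 of TRH (10 nM final) was injected and fluo-8 calcium signal (Ex 480/Em 530) followed at 1 s/cycle for 100 cycles in TRHR-expressing cells.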
The depositor's hits bear a star; ? = inconclusive; nt = not tested or not shown; [ ] = another dose, or the depositor's remark. Unless noted, calls come from the whole dose curve; as a rule, active = well fitted curve in the direction sought with a large enough effect; inconclusive = small, poorly fitted or top-dose-only effect, or another doubt; inactive = no such curve, though single readings can be large; an effect the other way counts as inactive or inconclusive. Not all compounds are listed, so the mix of outcomes need not match the whole.

structure	TRHR agonist	RXFP1 antag	D1 potentiator	D1 ag	D1 antagonist	D2 PAM	Anesthetic bind	RXFP1 ag	TRHR PAM
Nc1ccc(NC(=O)c2ccc(C(=O)Nc3ccc(N)cc3)cc2)cc1	1.0	-1	6	2	-12	14	-14%	0.9%	8
S=c1[nH]nc(C2CCCCC2)n1/N=C/c1cccs1	0.7	-4	-6	4	2	-1	-17%	-3.3%	0
Clc1ccccc1CN(Cc1ccccc1)c1ncnc2nc[nH]c12	-1.0	-11	1	-4	9	1	?	-1.1%	3
CC(=O)c1ccc(NC(=O)CSc2nnc3ccc(-c4ccc(Cl)cc4)nn23)cc1	-0.2	8	4	-4	nt	13	-10%	-0.3%	-5
O=C(c1ccco1)N1CCN(C(=O)N2CCOCC2)CC1	-0.7	-4	-9	4	-6	11	-4%	-0.2%	11
CCOc1ccc(NC(=O)[C@H](Cc2ccccc2)N2Cc3ccccc3C2=O)cc1	0.2	nt	-4	2	0	-2	4%	-2.4%	1
COc1ccccc1Nc1nnc(SCc2cc(=O)n3ccsc3n2)s1	-2.6	-9	-1	2	3	-2	-10%	5.1%	-4
CCn1nc(C(=O)Nc2ccc3nc(C)sc3c2)c2ccccc2c1=O	-0.4	-11	-2	1	-6	16	8%	-2.6%	6
Cc1ccc(/C=N/NC(=O)Cn2nc(C)c(Br)c2C)o1	-0.4	-18	-1	-1	-7	23	-7%	0.2%	-7
Nc1ccc2c(c1)N=[N+]([O-])c1cc(N)ccc1C2	-0.8	-4	-3	2	-9	2	-8%	-3.2%	16
COC(=O)c1ccc(-c2noc(CN(Cc3nccn3C)C(C)C)n2)cc1	-0.3	1	-4	2	19	5	-18%	4.0%	-2
CCCNC(=O)c1onc(CSc2ccncc2)c1C(=O)NCCC	0.0	nt	2	3	-2	14	-1%	-1.0%	3
Cc1ccc(NC(=S)N(CCN2CCOCC2)Cc2ccccc2F)cc1Cl	-4.6	-30	-3	1	14	-9	-4%	0.1%	-6
C/C=C/C(=O)Nc1cccc(C2=NOC3(C2)C[C@@H](C(N)=O)N(C(=O)c2cc([N+](=O)[O-])cc([N+](=O)[O-])c2)C3)c1 (stereo partly specified)	-0.1	nt	0	3	8	22	-2%	0.0%	8
COC(=O)CCn1[nH]c(=O)c2ccccc2c1=O	-0.6	-2	-4	2	7	-17	-1%	0.7%	4
COc1ccc(C(=O)Nc2cc3cc(Cl)ccc3oc2=O)cc1OC	-0.5	13	-2	-1	7	3	7%	-1.7%	-2
O=C(Nc1ccn(Cc2ccccc2F)n1)c1ccc(COc2ccc(Br)cc2)cc1	-1.0	9	-10	52*	-54*	1	51%[activator]	-0.7%	3
COc1ccc(C(C)=O)cc1COc1ccccc1[N+](=O)[O-]	-1.5	4	5	4	0	-1	-16%	4.0%	-1
CC(=O)c1c(-c2ccc(Cl)cc2Cl)noc1C	-0.5	-10	7	1	-2	-11	-16%	-0.8%	-2
Cc1ccccc1NC(=O)CC(C)S(=O)(=O)c1ccc2c(c1)NC(=O)CO2 (stereo unspecified)	0.2	22	0	3	2	16	-4%	-1.1%	1
O=C(Cn1nc(-c2ccc(Cl)cc2)ccc1=O)NCC1COCCO1 (stereo unspecified)	0.0	-2	-5	1	-29	16	?	2.5%	4
O=C(c1cccnc1)C1CCCN(Cc2nc(Cc3ccccc3)no2)C1 (stereo unspecified)	0.8	-16	0	1	0	8	-10%	-0.1%	-4
COc1ccc(N=c2oc3c(OC)cccc3cc2C(=O)NCc2ccco2)cc1OC	-0.6	-14	5	0	-7	10	-16%	-0.6%	2
COc1cc(Br)cc(CN2CCN(C/C=C/c3ccccc3)CC2)c1O	0.3	-5	-1	1	8	-31	-11%	0.6%	17
C/C(=C\c1ccccc1)C(=O)NCCCn1ccnc1	0.7	0	0	4	13	4	-5%	-0.6%	1

Remaining list, next part:
structure	TRHR agonist	RXFP1 antag	D1 potentiator	D1 ag	D1 antagonist	D2 PAM	Anesthetic bind	RXFP1 ag	TRHR PAM
CCOc1ccc(NC(=O)C2CCN(C(=O)N3CCOc4ccccc43)CC2)cc1	0.1	7	-4	0	-10	2	-10%	0.4%	-2
CCc1nnc(NC(=O)C2CSC3(C)CCC(=O)N23)s1 (stereo unspecified)	-0.1	-3	-2	0	3	-1	nt	0.0%	4
Cc1cc(C(=O)NCC(=O)O)c(C)o1	0.1	-8	8	2	-2	-3	-1%	-1.6%	-6
CC(=O)Nc1ccc(S(=O)(=O)N2CCC(c3nc4c(nnn4Cc4ccccc4Cl)c(=O)[nH]3)CC2)cc1	0.2	-24	-4	2	-5	1	7%	0.6%	-8
CCc1ccc2oc(-c3ccc(C)c(NC(=O)c4ccc(C#N)cc4F)c3)nc2c1	0.4	nt	0	0	-10	2	-8%	5.8%	-7
COc1ccc(Cl)cc1NC(=O)C1CCCN(c2ncnc3onc(C)c23)C1 (stereo unspecified)	-1.0	-19	-4	8	0	6	27%	1.9%	24
N#CCSc1nc2cc(C(=O)N3CCCC3)ccc2c(=O)n1Cc1ccccc1	-1.5	10	-2	2	4	-6	?	0.2%	-4
COC(=O)c1sc(NC(=O)c2ccc(C)o2)nc1C	-0.4	12	-3	4	-9	4	-12%	-0.9%	-10
COc1ccc(-c2csc(NC(=O)CC(C)C)n2)cc1	-0.2	0	-14	1	-19	-5	-9%	-0.5%	-6
CNc1ccc(C(=O)OCC(=O)NCc2ccc3c(c2)OCO3)cc1[N+](=O)[O-]	-0.3	5	nt	9	-2	-12	nt	1.3%	-4
CCN(CC)C(=O)c1cnn(-c2ccccc2)c1NC(=O)c1ccco1	0.3	-18	2	3	-2	-4	-3%	0.6%	8
COc1ccc(NC(=O)Cn2c3ccc(OC)cc3c3nc4n(c(=O)c32)CCS4)cc1	-0.3	-11	-1	3	-11	9	12%	?	1
CCc1ccc(NC(=O)CS(=O)CC(=O)N2CCN(c3ccccc3F)CC2)cc1 (stereo unspecified)	-1.2	-1	-10	0	-9	nt	-10%	1.1%	4
CCCn1nc(NS(=O)(=O)c2ccc(F)cc2)c2cc3ccccc3nc21	-0.3	-2	0	3	-5	-5	-11%	1.4%	-7
CCCC(=O)Nc1sc2c(c1C(=O)Nc1ccccn1)CCCC2	-0.5	-31	7	0	5	15	-4%	0.5%	26
O=C(CSc1nc2ccccc2c(=O)n1Cc1ccco1)NCCN1C(=O)CSC1=O	-1.6	-4	-4	4	5	5	8%	6.2%	5
O=C(NC(=S)Nc1cccc([N+](=O)[O-])c1)c1ccco1	-1.3	-4	-9	0	1	9	5%	4.2%	-1
Cc1cc(C)nc(SCc2nnc(SCC(=O)Nc3ccc(C)c(C)c3)n2Cc2ccco2)n1	-0.8	17	-3	1	3	-15	-18%	-1.6%	20
CCN(Cc1nc(-c2ccc(Cl)cc2)no1)CC1CCCO1 (stereo unspecified)	0.2	-22	7	0	-1	12	-10%	-2.6%	-3
CCOC(=O)c1sc(=NC(=O)c2ccc(S(=O)(=O)N3CC(C)OC(C)C3)cc2)n(C)c1C (stereo unspecified)	0.0	-3	3	4	-15	-9	-10%	29%	10
Nc1nc(-c2ccccc2)cc(-c2ccccc2)n1	0.3	-8	-6	-1	4	-9	-16%	2.1%	8
CSC(=S)N/N=C/c1c[nH]c2ccccc12	0.7	?	-3	1	-26	12	-19%	-0.6%	1
CCn1nc(C(=O)NCC2COc3ccccc3O2)c2ccccc2c1=O (stereo unspecified)	0.2	10	nt	0	10	5	nt	2.1%	-3
CCN(CC)C(=O)C1=C(C)Nc2nc3ccccc3n2C1c1cccc(Cl)c1 (stereo unspecified)	0.4	nt	2	-1	12	nt	-8%	2.2%	11
O=C(Oc1cccc(Nc2ncnc3ccccc23)c1)c1ccccc1Cl	0.8	-1	-2	9	-19	0	-6%	-0.5%	8

An excerpt from further up, for reference:
structure	TRHR agonist	RXFP1 antag	D1 potentiator	D1 ag	D1 antagonist	D2 PAM	Anesthetic bind	RXFP1 ag	TRHR PAM
CNc1ccc(C(=O)OCC(=O)NCc2ccc3c(c2)OCO3)cc1[N+](=O)[O-]	-0.3	5	nt	9	-2	-12	nt	1.3%	-4
CCN(CC)C(=O)c1cnn(-c2ccccc2)c1NC(=O)c1ccco1	0.3	-18	2	3	-2	-4	-3%	0.6%	8
COc1ccc(NC(=O)Cn2c3ccc(OC)cc3c3nc4n(c(=O)c32)CCS4)cc1	-0.3	-11	-1	3	-11	9	12%	?	1
CCc1ccc(NC(=O)CS(=O)CC(=O)N2CCN(c3ccccc3F)CC2)cc1 (stereo unspecified)	-1.2	-1	-10	0	-9	nt	-10%	1.1%	4
CCCn1nc(NS(=O)(=O)c2ccc(F)cc2)c2cc3ccccc3nc21	-0.3	-2	0	3	-5	-5	-11%	1.4%	-7
CCCC(=O)Nc1sc2c(c1C(=O)Nc1ccccn1)CCCC2	-0.5	-31	7	0	5	15	-4%	0.5%	26
